TCR-CD3 inh: blocks the human TCR-CD3 interaction; TAMRA-labeled TCR probe fluorescence, biochemical; AID 651800; actives 0.37% (n = 360,000); inhibition, % at 9.4 µM; in the data active = inhibition above about 19%;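 note: recombinant mutant TCR 2C K166C tagged with TAMRA read by polarization; 0% = receptor in buffer alone and 100% = receptor with positive control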
mABHD4 FP: inhibitors of mouse ABHD4 | purified mABHD4, FP-Rh probe fluorescence polarization | inhibition, % at 8.92 µM | actives 0.54% (n = 370,000) | AID 720543;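 active = inhibition exceeding the mean over every tested compound plus 3 SD, cut at about 30% in these data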;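 note: 0% = plate median of compound wells and 100% = S159A mutant with DMSO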
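Assay system: wild-type mouse ABHD4 protein; compound: single nominal dose of 8.92 µM, 0.89% DMSO final; schedule: 45 min + 60 min at 25 °C; measured by: FP readout, ex 525 nm / em 598 nm; evaluation: % inhibition of FP-Rh probe binding versus controls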
HTRA1 inh: blocks human HTRA1 serine peptidase. recombinant HTRA1, FP-rhodamine activity-based probe, fluorescence polarization. inhibition, % at 5.96 µM. actives 0.5% (n = 340,000). AID 504803; in the data active = inhibition above about 36%;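 note: 0% = enzyme with DMSO and 100% = wells lacking enzyme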
Target sequence (Q92743 whole entry, looked up): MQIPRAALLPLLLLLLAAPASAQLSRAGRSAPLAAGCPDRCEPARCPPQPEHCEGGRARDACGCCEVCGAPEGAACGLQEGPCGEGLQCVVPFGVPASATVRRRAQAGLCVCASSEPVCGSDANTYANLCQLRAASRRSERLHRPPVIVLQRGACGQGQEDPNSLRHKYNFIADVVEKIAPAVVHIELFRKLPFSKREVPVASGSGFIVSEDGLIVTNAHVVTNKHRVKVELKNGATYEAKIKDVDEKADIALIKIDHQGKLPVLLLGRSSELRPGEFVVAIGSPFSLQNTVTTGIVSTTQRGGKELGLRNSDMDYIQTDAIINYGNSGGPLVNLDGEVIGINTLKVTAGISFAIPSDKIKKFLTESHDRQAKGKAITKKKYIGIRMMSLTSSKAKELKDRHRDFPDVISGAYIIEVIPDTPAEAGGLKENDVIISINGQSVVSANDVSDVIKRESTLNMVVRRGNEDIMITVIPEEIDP
TDP2 absorb: blocks human TDP2 phosphodiesterase activity; inhibition, % at 12.8 µM; actives 0.34% (n = 370,000); O95551; recombinant TDP2, T5PNP hydrolysis, p-nitrophenol absorbance 415 nm;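 active = inhibition above the mean of all tested compounds plus 3 SD, set per campaign, cut at about 25% in these data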;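 note: 0% = DMSO with enzyme and 100% = buffer with substrate but no TDP2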
Target sequence (O95551 whole entry, looked up): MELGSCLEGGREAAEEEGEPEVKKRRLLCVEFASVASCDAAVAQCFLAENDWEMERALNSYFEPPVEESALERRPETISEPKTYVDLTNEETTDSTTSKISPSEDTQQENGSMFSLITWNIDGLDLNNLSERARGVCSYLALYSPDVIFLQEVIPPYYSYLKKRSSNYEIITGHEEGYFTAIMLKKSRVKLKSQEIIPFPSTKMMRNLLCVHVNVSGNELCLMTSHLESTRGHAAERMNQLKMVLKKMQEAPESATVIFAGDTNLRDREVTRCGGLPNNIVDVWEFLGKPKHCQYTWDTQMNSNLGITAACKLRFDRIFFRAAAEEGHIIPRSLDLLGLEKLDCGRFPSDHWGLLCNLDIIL
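System: recombinant human TDP2 / Amount: 120 nM TDP2 per well / Also added: 5 mM T5PNP chromogenic substrate / Doses: 12.8 µM single point, 1% DMSO / Incubation: 2 h at 37 °C / Detection: p-Nitrophenol epi absorbance / Evaluation: % inhibition relative to enzyme-containing and enzyme-free wells / Repeats: singlicate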
SIAE inh: inhibitors of human sialic acid acetylesterase SIAE. Q9HAT2. SIAE FP-Rh probe binding, fluorescence polarization. inhibition, % at 9.66 µM. actives 0.69% (n = 370,000);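 active = inhibition above a cutoff: mean of compounds within the control limits plus 3 SD of those, cut at about 17% in these data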;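 note: 0% = plate median of compound wells and 100% = probe without SIAE protein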
PRMT1 FP inh: blocks human protein arginine methyltransferase 1; recombinant PRMT1, activity-based probe fluorescence polarization; inhibition, % at 2.79 µM; actives 1.3% (n = 370,000);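 active = inhibition above about 21% made by adding two undisclosed values, limit read from the data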
UHRF1 MBD2 ctr: blocks human UHRF1 binding to methylated DNA | AID 687016 | actives 0.75% (n = 370,000) | UHRF1 binding to methylated oligo, TR-FRET | inhibition, % at 4.4 µM; in the data active = inhibition above about 21%;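 note: UHRF1 SRA domain binding a hemimethylated CpG hairpin DNA probe; 0% = median of test compound wells and 100% = reference inhibitor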
PG9 binder: small molecules binding HIV-1 gp120 antibody PG9; inhibition, % at 6.7 µM; TR-FRET gp120-PG9 antibody binding; actives 0.43% (n = 360,000); in the data active = inhibition above about 8.5%
LEDGF integ inh: blocks HIV-1 LEDGF/p75-dependent DNA integration; actives 0.64% (n = 370,000); inhibition, % at 3.7 µM; TR-FRET IN-LEDGF/p75 DNA integration, Eu/Cy5;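 active = inhibition above the screen-wide mean plus 3 SD, cut at about 13% in these data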;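 note: signal is the Cy5 over europium emission ratio at 671 and 618 nm; 0% = plate median of compound wells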
DDE Tn7 FP inh: inhibitors of Tn7 peptide binding to human fibrin DD(E); P02675; FP displacement of FITC-Tn7 peptide from fibrin DD(E); 0% = median of compound wells per plate; inhibition, % at 8.3 µM; actives 0.13% (n = 370,000);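 active = inhibition above the mean of compounds falling within the control limits plus 3 SD of them, cut at about 14% in these data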;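 note: 0% = plate median of compound wells and 100% = 10 µM Aha-Tn7 peptide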
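system = human fibrin DD(E) protein | quantity = DD(E) 2 µM final | medium = Tris/NaCl/CaCl2 buffer, pH 7.8 | also added = labelled Tn7 tracer, 0.1 µM | compound dosing = single point at 8.3 µM | timing = compound with protein 10 min, then 3 h after probe, room temperature | signal = FP measurement | benchmarks = Aha-Tn7 high control | repeats = one replicate per compound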
* marks the source's active call; other numbers are inactive results; · = no result given; & = joins results of further samples.

Value order – TCR-CD3 inh | mABHD4 FP | HTRA1 inh | TDP2 absorb | SIAE inh | PRMT1 FP inh | UHRF1 MBD2 ctr | PG9 binder | LEDGF integ inh | DDE Tn7 FP inh
Cc1ccc(S(=O)(=O)N(C)C[C@H]2OCCCC[C@H](C)Oc3ccc(NC(=O)Nc4cccc5ccccc45)cc3C(=O)N([C@@H](C)CO)C[C@H]2C)cc1
→ 4 | -17 | -19 | 4 | -15 | 4 | 2 | -0.8 | -3 | 4
O=C(NC1(C(F)(F)F)C(=O)Nc2c1c(=O)[nH]c(=O)n2Cc1ccccc1)c1ccc(Cl)cc1Cl (centres undefined)
→ -4 | 8 | 0 | 7 | 4 | -1 | -3 | 1.0 | 0 | 7
CCCCc1c(-c2ccccc2OC)ncn1Cc1ccc(OC)cc1
→ 10 | 4 | · | 3 | 13 | -6 | 3 | -0.5 | 1 | 1
Cc1ccc2nc(-c3cccc(S(=O)(=O)N4CC(C)OC(C)C4)c3)cn2c1 (centres undefined)
→ 4 | -1 | -9 | -1 | 5 | 5 | -1 | 0.4 | 3 | -8
Cc1cccn2c(=O)c3cc(C(=O)NC4CCCC4)n(C)c3nc12
→ 12 | -6 | 4 | 12 | 4 | -1 | -2 | 0.2 | 2 | -3
COc1cccc(CN(C)C(=O)/C=C/c2ccc(S(=O)(=O)N3CCCCCC3)cc2)c1
→ -6 | 3 | -20 | -5 | -3 | 3 | 2 | 0.8 | 0 | -4
Cc1cc(Br)cc(C)c1OCCCCN(C)C
→ -2 | 6 | 4 | 2 | -4 | 4 | 9 | 3.0 | 3 | -3
CC(C)C[C@@H](CNC(=O)OC(C)(C)C)NC(=O)c1nc[nH]c1C(=O)N[C@@H](CC(C)C)C(=O)CNC[C@H](CC(C)C)NC(=O)c1nc[nH]c1C(=O)N[C@@H](Cc1c[nH]c2ccccc12)C(=O)OC(C)(C)C
→ -2 | 1 | -17 | -17 | -26 | 2 | 0 | 1.8 | -1 | -10
CCc1ccc(-c2nc(SCC(=O)NC3CC3)n[nH]2)cc1
→ -5 | -15 | -5 | -15 | -14 | 6 | 4 | 3.9 | -2 | 7
CCc1cc2ccc(C)cc2nc1SCC(=O)Nc1c[nH]c(=O)[nH]c1=O
→ 1 | 3 | -2 | 4 | -12 | -2 | 0 | 0.6 | -3 | -1
COc1ccc2nc(SCC(=O)Nc3ccccc3OC)[nH]c2c1
→ 6 | -4 | 1 | 1 | 0 | 0 | 0 | -3.2 | 3 | -4
CCN(Cc1ccccc1)C(=O)CC1Oc2ccccc2NC1=O (centres undefined)
→ -6 | 8 | -11 | 2 | 8 | 5 | 0 | 2.3 | -1 | -2
CC(C)[C@H](NS(=O)(=O)c1ccccc1)C(=O)OCC(=O)NCc1ccc2c(c1)OCO2
→ -6 | 7 | -2 | 3 | 2 | 0 | 9 | 1.6 | -3 | 3
CCOCCCN(C(=O)Cn1nnc(-c2ccc(C)o2)n1)C(C(=O)NC1CCCC1)c1ccc(C)o1 (centres undefined)
→ -2 | -5 | -1 | -2 | 1 | 0 | 1 | -0.9 | 1 | -6
CC(C)(C)OC(=O)NCCCC[C@@H](C(=O)NCCCCCCCCCCC(=O)N1CCN(C(=O)OC(C)(C)C)CC1)n1cc(CCCC(=O)O)nn1
→ 2 | -2 | -7 | -15 | 2 | 3 | -1 | -1.5 | -1 | 0
COc1ccc(-c2ccc(CN3C(C)C(=O)N(Cc4cn(CC5CCCCC5)nn4)CCS3(=O)=O)cc2)cc1 (centres undefined)
→ -3 | -3 | -34 | 0 | -8 | 6 | 4 | -2.4 | -6 | 0
OC(c1ccc(Cl)c(Cl)c1)c1ncc(-c2cccc(F)c2)[nH]1 (centres undefined)
→ -6 | -32 | · | -5 | -10 | 5 | 0 | -0.6 | -3 | 7
CCNC(=O)NC(=O)C(C)Sc1ncc(C(F)(F)F)cc1Cl (centres undefined)
→ -2 | 4 | 11 | 11 | 15 | -2 | -1 | 0.8 | 0 | 11
Cc1nc2nc(CSc3nc4ccccc4s3)cc(=O)n2[nH]1
→ 10 | -6 | 2 | 2 | -2 | 3 | -2 | -2.1 | -1 | -20
COc1ccc(NC(=O)C2(C)CCN2C(=O)CC2CCCC2)cc1OC (centres undefined)
→ 1 | -3 | · | 8 | 1 | 5 | -1 | -0.2 | 4 | 1

Overlap with the part before: 3 compounds, then new ones.
Value order – TCR-CD3 inh | mABHD4 FP | HTRA1 inh | TDP2 absorb | SIAE inh | PRMT1 FP inh | UHRF1 MBD2 ctr | PG9 binder | LEDGF integ inh | DDE Tn7 FP inh
CCNC(=O)NC(=O)C(C)Sc1ncc(C(F)(F)F)cc1Cl (centres undefined)
→ -2 | 4 | 11 | 11 | 15 | -2 | -1 | 0.8 | 0 | 11
Cc1nc2nc(CSc3nc4ccccc4s3)cc(=O)n2[nH]1
→ 10 | -6 | 2 | 2 | -2 | 3 | -2 | -2.1 | -1 | -20
COc1ccc(NC(=O)C2(C)CCN2C(=O)CC2CCCC2)cc1OC (centres undefined)
→ 1 | -3 | · | 8 | 1 | 5 | -1 | -0.2 | 4 | 1
Cc1cnc(NC(=O)CCCSc2nc3ccccc3s2)s1
→ 3 | -2 | -2 | 5 | -8 | -1 | -7 | 13* | -5 | 1
CSc1ncc(Cl)c(C(=O)Nc2ccc(NC(C)=O)cc2)n1
→ -3 | -4 | 9 | 13 | -6 | -2 | -3 | -1.6 | -3 | 2
C#CCN(C[C@@H]1[C@@H](OC(=O)NCC2CCCCC2)[C@@H](OC(=O)NCC2CCCCC2)Cn2c(=O)n(CCCCCC)c(=O)n21)S(=O)(=O)c1ccc(C)cc1
→ -2 | -1 | -7 | 3 | -4 | -6 | -2 | 0.1 | 5 | -1
Cn1c(SCC(=O)N2CCCC2)nnc1-c1cnccn1
→ 0 | 4 | -5 | -7 | 10 | -3 | -1 | 0.0 | -4 | -3
Cc1cc(C)n(C(N)=NC(=O)c2ccc([N+](=O)[O-])cc2)n1
→ -1 | 2 | 4 | -16 | 2 | 4 | 1 | -2.0 | -6 | -3
COc1ccc(/C=C/c2cc(O)cc(OC3OC(CO)C(O)C(O)C3O)c2)cc1 (centres undefined)
→ 5 | 1 | 6 | 0 | 1 | 0 | -2 | -1.1 | -6 | 1
COC(=O)Nc1ccc(SCC(=O)c2ccc(Cl)cc2)cc1
→ -3 | -23 | -22 | -6 | -4 | 69* | 7 | -2.0 | 5 | 1
Cc1ccc(NC(=O)COC(=O)c2ccc([N+](=O)[O-])s2)c(C)c1
→ -5 | 4 | 28 | 10 | -6 | 3 | -1 | -7.4 | -1 | -2
Cc1cccc(OCC(=O)Nc2ccc3c(c2)C(=O)NC3=O)c1
→ 3 | -1 | -3 | -7 | 4 | 8 | -1 | 0.3 | -3 | -1
COCc1nc2oc3ccc(C)cc3c(=O)c2cc1C(=O)OC
→ 8 | 0 | -3 | 5 | 3 | -2 | 2 | -1.7 | 4 | -7
O=C(CN1C(=O)S/C(=C\c2ccccc2F)C1=O)NCCCn1ccnc1
→ -4 | -1 | 1 | -8 | -2 | 29* | -9 | 1.7 | -2 | 3
CC(C)(C)NC(=O)C(c1ccncc1)N(C(=O)c1csnn1)C1CC1 (centres undefined)
→ 0 | 7 | 7 | 11 | 1 | -2 | -2 | 0.7 | 0 | 3
Clc1ccc2nc(-c3ccccc3)c(Cc3ccccc3)n2c1
→ -7 | 2 | -41 | 7 | 1 | 2 | 1 | 1.6 | 27* | 0
COC(C[C@H]1O[C@H]1[C@@H](O)[C@H](C)OCc1ccccc1)OC
→ 9 | -2 | 1 | 7 | -3 | 0 | -1 | -1.4 | 2 | -2
CCN(c1cccc(C)c1)S(=O)(=O)c1ccc(-c2cc(C)no2)s1
→ 0 | -8 | -29 | 14 | -6 | 2 | 15 | -1.9 | 1 | -2
O=C(CCCn1c(=O)oc2ccccc21)N1CCN(c2ccc(F)cc2)CC1
→ 3 | 3 | 9 | -6 | 5 | -1 | -1 | 0.2 | 6 | 0
Cn1cc(Cl)c(C(=O)N/N=C/c2ccc(OS(=O)(=O)c3ccccc3)cc2)n1
→ 0 | -14 | -13 | -24 | -15 | -4 | 1 | -2.0 | 7 | 1
Cc1cccc(C)c1NC(=O)CN1CCc2ccccc2C1
→ -2 | 1 | 7 | 6 | 7 | -4 | 0 | 0.4 | 0 | 9
COCCCNC(=O)C1CCCN(S(=O)(=O)c2cccc3nsnc23)C1 (centres undefined)
→ 1 | 2 | 7 | 10 | 9 | -1 | -4 | 1.1 | 2 | 7
COc1cccc(/C=C(\CC(=O)O)c2nc3ccccc3s2)c1
→ 3 | 6 | -7 | 9 | 15 | -2 | -7 | 0.8 | -3 | 0
CCCCOc1ccc(NC2=NC3(CCCC3)N=C(N)N2)cc1
→ -1 | 3 | 5 | 3 | 3 | -2 | -1 | -1.7 | -3 | -4
Fc1ccc(SCCc2ccccn2)cc1
→ -4&-3 | -8&0 | 2 | -7&3 | 2&-1 | 9&1 | 1&4 | 0.0&-2.1 | -2&-2 | -4&-6
CCCN1C(=O)/C(=C/C=C2\N(CC)c3ccccc3C2(C)C)SC1=S
→ 0 | -24 | -20 | -2 | -26 | -4 | -1 | 0.1 | 4 | -1
CC(C)C[C@H]1CNC(=S)N1CC1CCCN1C[C@H](Cc1ccc(O)cc1)N1C[C@H](Cc2ccccc2)N(CC2CCCCCC2)C1=S (some centres undefined)
→ 8 | 2 | -38 | -4 | -6 | 3 | -4 | 3.3 | -3 | -4
Cc1ccc(NC(=O)CN(C)C(=S)NC2CC2)cc1
→ 1 | 3 | 0 | -7 | 0 | -4 | 4 | 0.6 | 1 | 4
CSc1nc2nc(C(F)(F)F)cc(-c3ccccc3)n2n1
→ 7 | -7 | -1 | 5 | -1 | 2 | 8 | 0.9 | -1 | 2
COc1cc(CNCCc2ccc(S(N)(=O)=O)cc2)ccc1OCC(=O)N1CCCCC1
→ 7 | -6 | 1 | 10 | 6 | -4 | -3 | 0.2 | 0 | -2
CC(=O)Nc1ccc(S(=O)(=O)N(C)CC(=O)OCC(=O)c2ccc[nH]2)cc1
→ -5 | 3 | 1 | 11 | 1 | 1 | -2 | 0.5 | 4 | 7
O=C(CN1CCN(S(=O)(=O)c2ccc(Cl)cc2)CC1)NC1CCCC1
→ 0 | 0 | 4 | 13 | 1 | -2 | -1 | -0.8 | 2 | -5
COc1ccc2nc(NC(=O)C3COc4ccccc4O3)sc2c1 (centres undefined)
→ -7 | 6 | -15 | -1 | 4 | 6 | 1 | -2.1 | 0 | 0
COC(=O)C12CC3CC(C1)CC(n1cnc(Cl)n1)(C3)C2
→ -11 | -13 | -3 | -1 | -9 | 2 | 5 | 1.4 | 4 | -6

Screening results (PubChem BioAssay)
